MrgX1 antagonist: antagonists of human MrgX1 receptor; Q96LB2; MRGX1-HEK293 calcium flux, Fluo-4, BAM8-22 antagonism; stronger effect = lower value; B-score at 10 µM; 310,000 compounds, 1.3% hits; AID 588676;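 active means calcium-response B-score plate-corrected more than 3 library SD below zero, starting fluorescence within 5 deviations, no agonist response on first addition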;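 further: peak minus trough fluorescence over baseline after final BAM8-22 challenge near maximal dose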
MrgX1 agonist: agonists of human MrgX1 receptor | Q96LB2 | 310,000 compounds, 0.44% hits | B-score at 10 µM | AID 588627 | MrgX1-HEK293 cells, Fluo-4 calcium fluorescence, agonist mode; stronger effect = higher value;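 active means calcium response B-score plate-corrected fluorescence ratio at least 3 library SD, with starting fluorescence B-score inside 5 SD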
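System: HEK293 cells stably expressing human MrgX1 receptor; Dosing: test compound in the initial addition of three; Schedule: overnight plating, then 30 min 37 °C plus 30 min room-temperature dye loading; Detection: kinetic calcium dye fluorescence, Fluo-4 NW; Controls: per-plate positive and negative controls for Z′ factor.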
TRPC6 activator: mouse TRPC6 channel activation; AID 2550; B-score at 10 µM; Q61143; HEK293-TRPC6 membrane potential dye fluorescence; stronger effect = higher value; 310,000 compounds, 0.13% hits;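 active means B-score of the integrated fluorescence ratio above library mean plus 3 SD, and starting fluorescence ratio within library mean plus 5 SD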;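 further: higher score means more depolarization so channel activation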
Target sequence (Q61143 whole entry, looked up): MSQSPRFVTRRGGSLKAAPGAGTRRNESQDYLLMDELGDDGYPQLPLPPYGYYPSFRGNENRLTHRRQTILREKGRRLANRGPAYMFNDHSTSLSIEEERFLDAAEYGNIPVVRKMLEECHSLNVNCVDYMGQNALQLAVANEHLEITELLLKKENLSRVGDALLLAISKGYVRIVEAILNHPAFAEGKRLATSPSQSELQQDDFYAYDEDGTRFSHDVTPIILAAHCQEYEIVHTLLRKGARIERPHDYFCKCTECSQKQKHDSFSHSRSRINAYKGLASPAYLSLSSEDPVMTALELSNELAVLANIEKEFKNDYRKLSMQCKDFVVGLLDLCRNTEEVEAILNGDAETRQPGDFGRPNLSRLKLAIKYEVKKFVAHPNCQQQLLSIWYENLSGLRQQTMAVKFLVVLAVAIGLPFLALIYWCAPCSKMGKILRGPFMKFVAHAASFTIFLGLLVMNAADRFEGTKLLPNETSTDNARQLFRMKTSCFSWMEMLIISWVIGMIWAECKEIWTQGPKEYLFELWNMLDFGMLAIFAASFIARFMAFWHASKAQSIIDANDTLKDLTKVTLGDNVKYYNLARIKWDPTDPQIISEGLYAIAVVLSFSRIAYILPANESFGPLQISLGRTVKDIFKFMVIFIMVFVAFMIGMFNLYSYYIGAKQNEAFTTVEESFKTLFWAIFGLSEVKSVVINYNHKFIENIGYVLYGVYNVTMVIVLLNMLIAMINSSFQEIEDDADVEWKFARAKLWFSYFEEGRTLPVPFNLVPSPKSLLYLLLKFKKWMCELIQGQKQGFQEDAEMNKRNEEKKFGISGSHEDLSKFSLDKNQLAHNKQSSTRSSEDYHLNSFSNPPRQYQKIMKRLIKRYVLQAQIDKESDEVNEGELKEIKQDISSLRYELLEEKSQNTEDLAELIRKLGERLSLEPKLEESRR
RGS4 act: potentiators or activators of RGS4. HEK293 M3R/inducible RGS4, carbachol calcium flux Fluo4; stronger effect = lower value. B-score at 10 µM. 310,000 compounds, 0.92% hits. AID 463111;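 active means B-score of the integrated calcium signal more than 4 SD below the library mean, with starting fluorescence not abnormally high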;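 further: negative B-score means reduced calcium response which marks RGS4 activation or potentiation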
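test system = HEK293 cells with stable M3R and inducible RGS4 | schedule = recording 10 s baseline at 1 Hz, 100 s post-agonist | technique = Fluo4-AM (2 µM) calcium-flux fluorescence, kinetic read | measure = Agonist-evoked peak-minus-minimum fluorescence over baseline, integrated ratio, B score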
Platelet DG rel: platelet dense granule release activity. AID 1663. inhibition, %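 (compounds screened at 7.5 µM in platelet-rich plasma)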. 300,000 compounds, 0.22% hits. human platelet-rich plasma, SFLLRN dense granule ATP release, luminescence;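 active means mean replicate score, as percent of positive control, at or above 50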
SKKanGAS inh: inhibitors of SKKanGAS S. pyogenes growth in kanamycin (SK-promoter or general growth effect); BacTiter-Glo, 6 h; inhibition, % at 7.5 µM; 300,000 compounds, 1.3% hits;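 active means mean replicate score, as percent of positive control median, at least 50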;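 further: strain carries kanamycin resistance gene driven by streptokinase promoter and grows in 40 µg/ml kanamycin; loss of luminescence reflects streptokinase promoter inhibition or plain growth inhibition; 0% = median of DMSO wells and 100% = positive control at its reference dose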
MrgX1 PAM: allosterically activates human MrgX1 receptor signaling. MrgX1-HEK293, Fluo-4 calcium flux, FDSS; stronger effect = higher value. AID 588675. Q96LB2. B-score at 10 µM. 310,000 compounds, 0.63% hits;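 active means plate-corrected calcium response at least 3 library SD above typical, normal starting fluorescence, not activating the receptor alone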;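 further: compound read alongside a low EC10 to EC30 dose of BAM8-22 agonist; peak minus trough fluorescence over baseline measured at the second addition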
TRPC6 inh: blocks the mouse TRPC6 cation channel; Q61143; HEK293-TRPC6, membrane potential dye, ACh-evoked depolarization; stronger effect = lower value; B-score at 10 µM; 310,000 compounds, 1.1% hits; AID 2553;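 active means B-score under library mean minus 3 SD, initial fluorescence not abnormally high, positive integrated signal ratio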;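 further: B-score derived from integrated fluorescence ratio over the kinetic read; more negative B-score means stronger inhibition of depolarization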
TRPC4 block: inhibitors of mouse TRPC4 channel; AID 2247; HEK293 TRPC4beta/mu-opioid, DAMGO-evoked Fluo4 calcium flux; stronger effect = lower value; Q9QUQ5; 300,000 compounds, 0.39% hits; B-score at 10 µM;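 active means B-score over 3 SD under the library average, no early fluorescence shift, positive overall ratio signal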
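Assay system: HEK293 cells with stable TRPC4beta plus mu-opioid receptor expression; Probe or stimulus: DAMGO in two steps, submaximal then maximal; Dosing: single-point compound dosing; Measured by: Fluo4 calcium-dye fluorescence, kinetic read; Read-out basis: B score from integrated Fluo4 fluorescence ratio.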
RGS4 inh: inhibitors of human RGS4 | HEK293 M3R/RGS4 inducible, Fluo-4 calcium flux; stronger effect = higher value; triggered by carbachol at its EC20 | B-score at 10 µM | 310,000 compounds, 0.45% hits | AID 463165;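 active means B-score, a plate-corrected calcium signal, over three deviations above library mean, with baseline fluorescence within five deviations of library mean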;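 further: RGS4 expression induced by doxycycline in cells with stable M3 receptor; B-score is computed from the integrated fluorescence ratio over baseline after carbachol; higher B-score means a larger calcium signal and so more RGS4 inhibition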
Target sequence (P49798 whole entry, looked up): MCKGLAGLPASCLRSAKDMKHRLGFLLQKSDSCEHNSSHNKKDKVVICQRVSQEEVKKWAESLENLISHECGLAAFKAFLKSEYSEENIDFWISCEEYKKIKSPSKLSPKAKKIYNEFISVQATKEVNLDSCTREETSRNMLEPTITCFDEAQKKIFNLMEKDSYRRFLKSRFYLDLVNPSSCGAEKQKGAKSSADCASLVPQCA
HIF activator: HIF pathway transcriptional activation; U2OS HRE-luciferase reporter, luminescence; normalized: DMSO 0%, desferrioxamine 100%; activation, % at 7.5 µM (by protocol); 300,000 compounds, 0.32% hits;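 active means mean activation of at least 10% of the iron chelator positive control signal, with at least half of replicates also reaching 10%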
Active calls of the source: *; i = inactive; / = no result given.

SMILES	MrgX1 antagonist	MrgX1 agonist	TRPC6 activator	RGS4 act	Platelet DG rel	SKKanGAS inh	MrgX1 PAM	TRPC6 inh	TRPC4 block	RGS4 inh	HIF activator
CCN(CC)c1ccc(S(=O)(=O)N2CCOCC2)cc1NC(=O)CN1CCN(Cc2ccccc2)CC1	i	i	i	i	-5	-9	i	i	i	i	-0.1
O=C(CN1CCN(C/C=C/c2ccccc2)CC1)Nc1cc([N+](=O)[O-])ccc1Cl	i	i	i	i	-2	-1	i	i	i	i	-0.7
O=C(Cc1coc2cc3c(cc12)CCC3)NC1CCCCCCC1	i	i	i	i	-11	19	i	i	i	i	0.4
CCCCNC(=O)c1cc2c(=O)n3cccc(C)c3nc2s1	i	i	i	i	7	-5	i	i	i	i	0.9
Nc1nc(SCC(=O)N2CCOCC2)n[nH]1	i	i	i	i	2	-5	i	i	i	i	-0.3
Cc1cc2occ(CC(=O)N(C)CC(=O)Nc3cccc(F)c3)c2cc1C	i	i	i	i	9	-12	i	i	i	i	1.3
COc1ccc(-c2noc(N3CCC(C(=O)NCc4ccc(F)cc4)CC3)n2)cc1	i	i	i	i	2	-5	i	i	i	i	0.0
COc1ccc(NC(=O)CSCC(=O)NC2(C)CCS(=O)(=O)C2)cc1 (centres undefined)	i	i	i	i	-10	-1	i	i	i	i	0.3
CCOc1ncccc1C(=O)Nc1cc(S(=O)(=O)N2CCOCC2)ccc1N1CCCC1	i	i	i	i	8	-1	i	i	i	i	-0.8
COc1ccc(NS(=O)(=O)c2cc(NC(=O)CCSc3ccccc3)ccc2OC)cc1	i	i	i	i	10	-2	i	i	i	i	1.4
COc1ccc(C(=O)c2c(C)oc3cc([N+](=O)[O-])c(O)c([N+](=O)[O-])c23)cc1	i	i	i	i	4	18	i	i	i	i	0.0
COc1ccc(C2(C)NC(=O)N(CC(=O)Nc3ccc(C)cc3Br)C2=O)cc1OC (centres undefined)	i	i	i	i	-17	4	i	i	i	i	-0.2
COc1ccc(NC(=O)C2CCC(CNc3c(N4CCC(C)CC4)c(=O)c3=O)CC2)cc1OC (centres undefined)	i	i	i	i	6	2	i	i	i	i	-0.7
O=C(O)CC(NC(=O)Cc1ccccc1)c1ccccc1 (centres undefined)	i	i	i	i	3	-1	i	i	i	i	0.2
COc1ccc(CCN=CC2=C(O)CCCC2=O)cc1OC	i	i	i	i	31	-2	i	i	i	i	-0.1
Cn1c(Cn2nnc3ccccc32)nnc1SCC(=O)c1ccc(F)cc1	i	i	i	i	-4	-1	i	i	i	i	-0.1
O=C(NCc1nnc(SCc2ccc(F)cc2)n1-c1ccc(F)cc1)C12CC3CC(CC(C3)C1)C2	i	i	i	i	-4	-1	i	i	i	i	-0.3
Cc1ccc(CS(=O)(=O)c2nc3c(c(N(C)C)n2)CCCC3)cc1	i	i	i	i	-3	-2	i	i	i	i	-0.1
Cc1ccc(O)c(C(=O)c2cnn(C(=O)COc3ccc(Cl)cc3)c2)c1	i	i	i	i	7	-3	i	i	i	i	0.0
Cc1cc(C(=O)Nc2c(F)cc(F)cc2Br)c(C)o1	i	i	i	i	10	4	i	i	i	i	-0.1
CCOC(=O)C1CCCN(C(=O)COC(=O)c2cc(=O)c3ccccc3o2)C1 (centres undefined)	i	i	i	i	-6	4	i	i	i	i	/
CCCn1c2ccccc2c2cnn(CC(=O)NCCCN3CCCCC3)c(=O)c21	i	i	i	i	7	-6	i	i	i	i	-0.1
Cc1cccc2sc(NC(=O)c3cc(S(=O)(=O)N(C)C)ccc3N3CCCC3)nc12	i	i	i	i	-2	11	i	i	i	i	-0.6
O=C(NC1CCCCC1)C(c1ccc(F)cc1)N(C(=O)c1cccs1)c1ccc2c(c1)OCO2 (centres undefined)	i	i	i	i	-2	3	i	i	i	i	-2.0
COc1cc(C(=O)NCc2ccc3c(c2)OCO3)c([N+](=O)[O-])cc1OC	i	i	i	i	-10	-5	i	i	i	i	0.9
CC(C)C(C)NC(=O)COc1ccc(OCc2ccccc2)cc1 (centres undefined)	i	i	i	i	9	-5	i	i	i	i	-0.7
N#Cc1cccc(NCC(=O)Nc2ccc3c(c2)OCCO3)c1	i	i	i	i	-7	5	i	i	i	i	2.1
CCOC(=O)c1cc(-c2cccc(C(F)(F)F)c2)nc2nc(SC)[nH]c(=O)c12	i	i	i	i	4	23	i	i	i	i	-0.3
CC1(C)CC(=O)C/C(=N\NC(=S)NCc2ccccc2)C1	i	i	i	i	1	-3	i	i	i	i	0.5
CCOCCCN(C(=O)Cn1nnc(-c2ccc(C)o2)n1)C(C(=O)NC1CCCC1)c1ccco1 (centres undefined)	i	i	i	i	-5	3	i	i	i	i	0.8
O=C(NC(Cc1ccccc1)C(=O)OCC(=O)N1CCc2ccccc21)c1ccco1 (centres undefined)	i	i	i	i	3	2	i	i	i	i	0.6
COc1ccc2nc(NC(=O)CNS(=O)(=O)c3cccs3)sc2c1	i	i	i	i	-2	-8	i	i	i	i	-0.2
CCN(CC)c1nc(-c2nn[nH]n2)nc(N(CC)CC)n1	i	i	i	i	4	6	i	i	i	i	0.0
CS(=O)(=O)c1ccc2nc(NC(=O)Cc3ccccc3)sc2c1	i	i	i	i	-16	-4	i	i	i	i	0.1
NS(=O)(=O)c1ccc(CCNC(=O)CN2CCN(c3cccc(Cl)c3)CC2)cc1	i	i	i	i	-6	-6	i	i	i	i	-0.3
CCN(CC)c1ccc(/C=N/NC(=O)c2cccc(S(=O)(=O)N3CCOCC3)c2)cc1	i	i	i	i	-7	0	i	i	i	i	-0.8
O=C(COC(=O)c1ccc([N+](=O)[O-])cc1)NC1CCCC1	i	i	i	i	-2	0	i	i	i	i	0.2
Cc1cc(C)c(S(=O)(=O)c2ccccc2)c(OC(=O)c2c(F)cccc2Cl)n1	i	i	i	i	-3	-1	i	i	i	i	-1.2
COc1ccc(CCNC(=O)c2c[nH]c3ccc(F)cc3c2=O)cc1OC	i	i	i	i	12	-9	i	i	i	i	0.4
Cc1c(C(O)CN2CCN(Cc3ccc4c(c3)OCO4)CC2)c2ccccc2n1C (centres undefined)	i	33*	i	i	2	-8	i	-5.1*	i	i	-0.3
COc1ccc(Cl)cc1NC(=O)CCNC(=O)OCc1ccccc1	i	i	i	i	4	-1	i	i	i	i	0.1
CC(C)(C)OC(=O)N[C@@H](COCc1ccccc1)C(=O)N[C@@H](CO)[C@H](O)[C@@H]1C[C@@H]1C(=O)NC1CC1	i	i	i	i	4	3	i	i	i	i	0.3
COc1cc(C(=O)Nc2cc3c(cc2N2CCCCC2)n(C)c(=O)n3C)cc(OC)c1OC	i	i	i	i	14	6	i	i	i	i	-0.2
COc1ccc(OC)c(N(CC(=O)Nc2ccccc2)S(=O)(=O)c2ccccc2)c1	i	i	i	i	-2	-4	i	i	i	i	0.3
O=C1C2C(C(=O)N1/N=C/c1cc([N+](=O)[O-])ccc1O)C1C=CC2C12CC2 (centres undefined)	i	i	i	i	-1	2	i	i	i	i	0.0
Cc1ccc(-c2nn(-c3ccccc3)cc2C(=O)N2CCN(c3ccccn3)CC2)cc1	i	i	i	i	3	4	i	i	i	i	1.3
O=C(Cc1ccc(O)cc1)N/N=C/c1cccs1	i	i	i	i	-2	3	i	i	i	i	0.5
CCCNC(=O)C1CCN(c2nc(C)cc(C)n2)CC1	i	i	i	i	/	9	i	i	i	i	-0.3
O=C(Cc1ccc2c(c1)CCCC2)Nc1ccc2ccccc2c1	i	i	i	i	-19	-14	i	i	i	i	0.4
Cc1ccc(-c2nnc(SCC(=O)NC(=O)Nc3ccc(C)cc3C)n2N)cc1	i	i	i	i	0	4	i	i	i	i	0.6
COc1ccc(NC(=O)c2cccnc2)c([N+](=O)[O-])c1	i	i	i	i	-3	6	i	i	i	i	0.8
CCC(=O)Nc1ccccc1-c1nnn(CC(=O)N2c3ccccc3CC2C)n1 (centres undefined)	i	i	i	i	0	0	i	i	i	i	0.1
C=CCOc1ccc(CN(C)CC(=O)Nc2ccc3c(c2)CCC3)cc1	i	i	i	i	9	-2	i	i	i	i	-0.5
O=C(/C=C/c1ccccc1)OCCCN=C1NS(=O)(=O)c2ccccc21	i	i	i	i	-6	-12	i	i	i	i	-0.1
COc1ccccc1-c1c(C)nn2c(N3CCC(C(N)=O)CC3)cc(C)nc12	i	i	i	i	10	4	i	i	i	i	-0.2
CCOC(=O)c1c(C)[nH]c(C)c1C(=O)COC(=O)/C=C/c1cccc(F)c1	i	i	i	i	10	-5	i	i	i	i	-0.1
COc1ccc(CNC(=O)COC(=O)CCCOc2ccc(Cl)cc2Cl)cc1	i	i	i	i	4	-5	i	i	i	i	-1.3
O=C(CSc1ccc2ccccc2c1)Nc1ncccn1	i	i	i	i	20	-1	i	i	i	i	-0.5
COc1ccc(CNC(=O)Cn2nc(C(F)(F)F)c(Br)c2C)cc1	i	i	i	i	1	9	i	i	i	i	0.1
N#CC1(NC(=O)CN2CCc3ccccc3C2)CCCC1	i	i	i	i	/	/	i	i	i	i	/

Two of the compounds above, with two lines to a compound:
Under each structure – MrgX1 antagonist, MrgX1 agonist, TRPC6 activator, RGS4 act, Platelet DG rel, SKKanGAS inh, MrgX1 PAM, TRPC6 inh, TRPC4 block, RGS4 inh, HIF activator
- O=C(Cc1ccc2c(c1)CCCC2)Nc1ccc2ccccc2c1
 : i, i, i, i, -19, -14, i, i, i, i, 0.4
- Cc1ccc(-c2nnc(SCC(=O)NC(=O)Nc3ccc(C)cc3C)n2N)cc1
 : i, i, i, i, 0, 4, i, i, i, i, 0.6

(cont.)
SMILES	MrgX1 antagonist	MrgX1 agonist	TRPC6 activator	RGS4 act	Platelet DG rel	SKKanGAS inh	MrgX1 PAM	TRPC6 inh	TRPC4 block	RGS4 inh	HIF activator
O=C(O)CCCCCCCCc1cn(CN2C(=O)c3ccccc3C2=O)nn1	i	i	i	i	5	6	i	i	i	i	1.5
O=C(Nc1cccn(Cc2c(Cl)cccc2Cl)c1=O)c1ccccc1Cl	i	i	i	i	-4	34	i	i	i	i	0.6
O=C1CN2NC(=S)N(c3ccccc3)C2=CN1c1ccc(Cl)cc1	i	i	i	i	4	-7	i	i	i	i	0.3
COc1cc(C(=O)O)ccc1O	i	i	i	i	1	-1	i	i	i	i	-0.2
COCCCNC(=O)c1cc2c(=O)n(C)c3ccccc3c2n1C	i	i	i	i	-13	-3	i	i	i	i	0.0
